From PubChem
TRHR enhancer: qHTS for Small Molecule Agonists and Allosteric Enhancers of Human TRH Receptor: Primary Screen for Enhancers. Thyrotropin-releasing hormone receptor (Homo sapiens), P34981. TRHR cells, fluo-8 calcium fluorescence, EC20 TRH enhancement. enhancement, % at 2 µM. 360,000 compounds, 0.66% hits. AID 493056, 2011; in the data active = enhancement above about 30%; note: 0% is about no effect
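TRHR-expressing cells loaded with fluo-8 calcium dye were read kinetically (ex 480/em 530) during compound addition, then stimulated with an EC20 of TRH (10 nM final). Enhancement of the Gq-mediated intracellular calcium response was scored.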
USP1 inh: Inhibitors of USP1/UAF1: Primary Screen; Ubiquitin carboxyl-terminal hydrolase 1 (Homo sapiens), O94782; recombinant USP1/UAF1, Ub-Rhodamine cleavage fluorescence; Potency, µM (series often up to 57.1 µM), for inactives: top-dose activity change, negative = inhibition, most hits filed as inhibitors; 390,000 compounds, 0.23% hits; AID 743255, 2014; note: potency is the fitted concentration of half-maximal effect; % is set by controls: 0 for no effect and ±100 for the full control effect; nearly all actives have a fitted effect of over 60% in size; inactives centre near -12
Target sequence (O94782 whole entry, looked up): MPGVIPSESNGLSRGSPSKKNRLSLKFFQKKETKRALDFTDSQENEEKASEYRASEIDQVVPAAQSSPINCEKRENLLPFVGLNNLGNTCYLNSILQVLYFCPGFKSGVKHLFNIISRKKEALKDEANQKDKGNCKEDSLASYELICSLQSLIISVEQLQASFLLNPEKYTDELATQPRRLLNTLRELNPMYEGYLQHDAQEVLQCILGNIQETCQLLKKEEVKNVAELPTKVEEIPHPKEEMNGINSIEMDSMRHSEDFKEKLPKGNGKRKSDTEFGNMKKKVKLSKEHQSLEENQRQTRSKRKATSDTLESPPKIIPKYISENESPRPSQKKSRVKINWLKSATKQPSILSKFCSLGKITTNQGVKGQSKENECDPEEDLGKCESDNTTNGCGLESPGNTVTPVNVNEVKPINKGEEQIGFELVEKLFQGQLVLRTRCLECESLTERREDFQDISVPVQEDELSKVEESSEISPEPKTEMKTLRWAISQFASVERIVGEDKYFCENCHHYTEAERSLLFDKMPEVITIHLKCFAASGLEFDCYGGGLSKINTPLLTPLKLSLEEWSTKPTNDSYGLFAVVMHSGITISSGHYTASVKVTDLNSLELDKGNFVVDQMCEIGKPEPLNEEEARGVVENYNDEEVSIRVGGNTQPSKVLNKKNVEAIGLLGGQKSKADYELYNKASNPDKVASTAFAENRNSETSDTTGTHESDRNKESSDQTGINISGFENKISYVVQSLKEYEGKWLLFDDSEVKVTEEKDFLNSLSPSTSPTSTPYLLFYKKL
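High-throughput fluorogenic screen: 1nM USP1/UAF1 complex, Ub-Rho substrate 150nM final, 50mM HEPES pH 7.8 with 0.5mM EDTA, 0.1 mg/ml BSA, 1mM TCEP and 0.01% Tween-20.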
PI4K2A block: qHTS for small molecular inhibitors of PI4K2A | AID 1346378, 2018 | 420,000 compounds, 0.13% hits | activity change, negative = inhibition, % at 76.9 µM | purified PI4K2A, ADP-Glo luminescence, 1 h; active compounds read low; in the data active = activity change below about -50%; inconclusive = mostly about -30% to -49%;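 note: -100% = wells without enzyme as full effect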
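In this quantitative HTS, ADP production by PI4K2A was quantified luminescently after 1 h at ambient temperature; 100 microM adenosine served as plate-quality control.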
TRHR ag: qHTS for Small Molecule Agonists and Allosteric Enhancers of Human TRH Receptor: Primary Screen for Agonists | TRHR cells, calcium flux fluo-8, FDSS agonist mode | activation, % at 2 µM | 360,000 compounds, 0.18% hits | AID 493084, 2011; in the data active = activation above about 30%; note: 0% is about no effect
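Fluo-8-loaded TRHR cells; 10 s baseline, compound added, kinetic Ca2+ fluorescence read 1/s, agonist mode.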
rTrxR1 inhibitor: qHTS Assay for Inhibitors of Mammalian Selenoprotein Thioredoxin Reductase 1 (TrxR1): qHTS | AID 588453, 2011 | Thioredoxin reductase 1, cytoplasmic (Rattus norvegicus), O89049 | 390,000 compounds, 1% hits | recombinant rTrxR1, NADPH fluorescence consumption, selenite substrate | Potency, µM (titrated, usually from 114 µM), inactives show top-dose activity change, negative = inhibition, usual class: inhibitors; note: potency is the fitted concentration of half-maximal effect; % is set by controls: 0 for no effect and ±100 for the full control effect; nearly all actives have a fitted effect of over 65% in size
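Rat TrxR1 (90 nM in the dispensed reagent) was pre-reduced with 400 uM NADPH for 5 min at room temperature, then incubated with compound for 15 min. After 400 uM selenite was added, NADPH fluorescence (Ex 340/Em 450 nm) was followed for 8 min.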
D2 ag: HTS Assay for Allosteric Agonists of the Human D2 Dopamine Receptor: Primary Screen for Agonists | HEK293 T-REx D2 cells, calcium flux agonist mode | 340,000 compounds, 0.53% hits | AID 485358, 2010 | D(2) dopamine receptor (Homo sapiens), P14416 | activation, % at 2 µM;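 active = activation over 3 SD above normal in the single-dose calcium agonist read, cut at about 30% in these data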; note: 0% is about no effect
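Tetracycline-induced HEK293 Trex cells with D2 receptor force-coupled to calcium signaling, plated overnight at 30 C and loaded with no-wash calcium dye. Calcium flux read kinetically for 180 s after compound addition; responses flag agonists.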
mIDH1 inhibitor: qHTS for Inhibitors of mutant isocitrate dehydrogenase 1 (IDH1): qHTS; IDH1-R132H enzyme, NADPH consumption, diaphorase/resazurin fluorescence; 390,000 compounds, 0.093% hits; Potency, µM (titrated, usually from 76.6 µM), without a hit: top-dose activity change, negative = inhibition, most hits filed as inhibitors; AID 602179, 2012; note: potency is the fitted concentration of half-maximal effect; % is set by controls: 0 for no effect and ±100 for the full control effect; nearly all actives have a fitted effect of over 65% in size
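IDH1-R132H (0.5 ug/mL) preincubated 30 min with compound, then NADPH (0.016 mM) and alpha-KG (2 mM) added; 80 min at RT, pH 7.5. Remaining NADPH coupled via diaphorase/resazurin to fluorescence (540/590 nm); concentration-response curves normalized to no-enzyme control.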
TrxR1 substrate: qHTS Assay for Substrates of Mammalian Selenoprotein Thioredoxin Reductase 1 (TrxR1): qHTS; Thioredoxin reductase 1, cytoplasmic (Rattus norvegicus), O89049; purified TrxR1 substrate turnover, NADPH consumption readout; Potency, µM (highest dose often 114 µM), for the others: top-dose activity change, negative = substrate turnover; 390,000 compounds, 0.01% hits; AID 588456, 2011; note: potency is the fitted concentration of half-maximal effect; % is set by controls: 0 for no effect and ±100 for the full control effect; nearly all actives have a fitted effect of over 50% in size
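Rat TrxR1, dispensed at 90 nM, was prereduced with 400 uM NADPH (final) for 5 min at ~22 deg C, then incubated with compound 15 min before 400 uM selenite. A first-read NADPH fluorescence drop versus no-compound background flagged substrates.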
D2 antag: HTS Assay for Allosteric Antagonists of the Human D2 Dopamine Receptor: Primary Screen for Antagonists; 340,000 compounds, 2% hits; HEK293 TREx D2 cells, calcium flux, dopamine EC80; D(2) dopamine receptor (Homo sapiens), P14416; AID 485344, 2010; inhibition, % at 10 µM; in the data active = inhibition above about 30%; note: 0% is about no effect
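Inhibition of EC80 dopamine-driven calcium flux, recorded kinetically, defines activity here; cells are a tetracycline-induced HEK293 T-REx line expressing force-coupled D2.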
Numbers without * were called inactive; & = joins results of further samples; [ ] = dose if it differs, or a comment. Unless noted, calls come from the whole dose curve; as a rule, active = well fitted inhibition curve with a large enough effect; inconclusive = small, poorly fitted or top-dose-only effect; inactive = no such curve, though single readings can be large or run the other way.

Screening CCN(Cc1ccccc1)C(=O)c1cc(S(=O)(=O)N2CCOCC2)cn1C returned TRHR enhancer 1, USP1 inh -9%, PI4K2A block -5, TRHR ag 0.0, rTrxR1 inhibitor -2%[57.1 µM], D2 ag 1.6, mIDH1 inhibitor -2%, TrxR1 substrate -4%[57.1 µM] and D2 antag 16.
CCc1ccccc1NC(=O)CSc1nnc(-c2ccc(OC)cc2)s1 was read as TRHR enhancer 3, USP1 inh -14%, PI4K2A block 2, TRHR ag 0.4, rTrxR1 inhibitor 18%[57.1 µM], D2 ag 1.1, mIDH1 inhibitor 1% and TrxR1 substrate 8%[57.1 µM].
For O=[N+]([O-])c1cccc(/C=N/NC2=NS(=O)(=O)c3ccccc32)c1 the results were TRHR enhancer -3, USP1 inh 5%, PI4K2A block -14, TRHR ag 2.2, rTrxR1 inhibitor 5%[11.4 µM], D2 ag 1.6, mIDH1 inhibitor 13%, TrxR1 substrate -11% and D2 antag -3.
For O=C(OCC(=O)c1ccccc1)C1=NN(c2ccccc2)C(=O)CC1 the results were USP1 inh -19%, PI4K2A block -4, rTrxR1 inhibitor -9%, mIDH1 inhibitor 8% and TrxR1 substrate -10%.
For O=C(N/N=C/c1ccc([N+](=O)[O-])o1)c1cc(-c2ccc(-c3ccccc3)cc2)nc2ccccc12 the results were TRHR enhancer -11, USP1 inh -10%, PI4K2A block -9, TRHR ag 0.1, rTrxR1 inhibitor inconclusive, D2 ag -0.3, mIDH1 inhibitor 4%, TrxR1 substrate 7% and D2 antag -10.
C[N+](C)(C)CC=O was read as TRHR enhancer -3, USP1 inh 2%, PI4K2A block -1&-5, TRHR ag -0.5, rTrxR1 inhibitor -9%[57.1 µM], D2 ag 0.2, mIDH1 inhibitor 7%, TrxR1 substrate 0%[57.1 µM] and D2 antag 2.
Screening Cc1ccc(/C=N/Nc2nc3ccccc3s2)o1 returned TRHR enhancer 2, USP1 inh -17%, PI4K2A block -2, TRHR ag -0.3, rTrxR1 inhibitor -11%[57.1 µM], D2 ag 0.0, mIDH1 inhibitor 6%, TrxR1 substrate -2%[57.1 µM] and D2 antag -4.
Cc1ccc(S(=O)(=O)NNC(=O)CCC(=O)Nc2ccccc2Cl)cc1 was read as TRHR enhancer -4, USP1 inh -10%, PI4K2A block -2, TRHR ag -0.7, rTrxR1 inhibitor 33%, D2 ag 0.0, mIDH1 inhibitor -6%, TrxR1 substrate 4% and D2 antag -2.
CNC[C@H](NC[C@@H](NCCCc1ccccc1)c1ccccc1)[C@H](C)O was read as TRHR enhancer -1, USP1 inh -13%, PI4K2A block -3, TRHR ag 0.2, rTrxR1 inhibitor 1%, D2 ag -1.1, mIDH1 inhibitor -9%, TrxR1 substrate 3% and D2 antag 14.
Screening Nc1cc(=O)[nH]c(=O)n1Cc1ccccc1 returned TRHR enhancer 2, USP1 inh -14%, PI4K2A block 3, TRHR ag 0.3, rTrxR1 inhibitor 29%, D2 ag -0.5, mIDH1 inhibitor 0%, TrxR1 substrate -2% and D2 antag -3.
`Cc1ccccc1NC(NC(=O)c1cccnc1)C(Cl)(Cl)Cl` (configuration not stated) gave TRHR enhancer 3, USP1 inh -10%, PI4K2A block -3, TRHR ag 1.0, rTrxR1 inhibitor -14%, D2 ag 14, mIDH1 inhibitor -1%, TrxR1 substrate -10% and D2 antag 8.
O=C(Nc1ccc2c(c1)OCO2)c1noc2c1CCCC2 was read as TRHR enhancer -4, USP1 inh -15%, PI4K2A block -8, TRHR ag -0.2, rTrxR1 inhibitor 0%, mIDH1 inhibitor 12% and TrxR1 substrate -8%.
For CC(=O)C1C(c2ccco2)c2c(noc2C)CC1(C)O (configuration not stated) the results were TRHR enhancer 1, USP1 inh -7%, PI4K2A block 0, TRHR ag -0.4, rTrxR1 inhibitor 9%, D2 ag -0.2, mIDH1 inhibitor -1%, TrxR1 substrate -4% and D2 antag -14.
CC(=O)[C@H]1CC[C@H]2[C@@H]3CCC4=CC(=O)CC[C@]4(C)[C@H]3[C@H](O)C[C@]12C was read as TRHR enhancer -4, USP1 inh -25%, PI4K2A block 6, TRHR ag -1.2, rTrxR1 inhibitor 30%, D2 ag 0.7, mIDH1 inhibitor 9%, TrxR1 substrate 3% and D2 antag -23.
O=C1NC[C@H](c2ccccc2)OC(=O)[C@H](Cc2ccc(F)cc2)C/C=C\C[C@H]1CC(=O)N(CCO)Cc1ccccc1 was read as USP1 inh -28%, PI4K2A block -2, rTrxR1 inhibitor 10%[57.1 µM], mIDH1 inhibitor 0% and TrxR1 substrate -12%[57.1 µM].

The last 3 records of the part before lead into the next:
For CC(=O)C1C(c2ccco2)c2c(noc2C)CC1(C)O (configuration not stated) the results were TRHR enhancer 1, USP1 inh -7%, PI4K2A block 0, TRHR ag -0.4, rTrxR1 inhibitor 9%, D2 ag -0.2, mIDH1 inhibitor -1%, TrxR1 substrate -4% and D2 antag -14.
CC(=O)[C@H]1CC[C@H]2[C@@H]3CCC4=CC(=O)CC[C@]4(C)[C@H]3[C@H](O)C[C@]12C was read as TRHR enhancer -4, USP1 inh -25%, PI4K2A block 6, TRHR ag -1.2, rTrxR1 inhibitor 30%, D2 ag 0.7, mIDH1 inhibitor 9%, TrxR1 substrate 3% and D2 antag -23.
O=C1NC[C@H](c2ccccc2)OC(=O)[C@H](Cc2ccc(F)cc2)C/C=C\C[C@H]1CC(=O)N(CCO)Cc1ccccc1 was read as USP1 inh -28%, PI4K2A block -2, rTrxR1 inhibitor 10%[57.1 µM], mIDH1 inhibitor 0% and TrxR1 substrate -12%[57.1 µM].
O=C1c2sc3nc4ccccc4n3c2C(=O)N1c1ccccc1Cl was read as TRHR enhancer 2, USP1 inh -14%, PI4K2A block -1, TRHR ag -0.2, rTrxR1 inhibitor 4µM*, D2 ag -0.4, mIDH1 inhibitor 5%, TrxR1 substrate -6% and D2 antag -3.
For CN(C(=O)C1CCCN(S(=O)(=O)c2cccc([N+](=O)[O-])c2)C1)C1CCS(=O)(=O)C1 (configuration not stated) the results were TRHR enhancer 1, USP1 inh 3%, PI4K2A block 5, TRHR ag 0.3, rTrxR1 inhibitor 18%[57.1 µM], D2 ag 0.4, mIDH1 inhibitor -2%, TrxR1 substrate 4% and D2 antag 5.
`CCC(C)NC(=O)CCC(=O)N1Cc2ccccc2Oc2ncccc21` (configuration not stated) gave TRHR enhancer 13, USP1 inh -13%, PI4K2A block 2, TRHR ag -1.5, rTrxR1 inhibitor 31%, D2 ag -0.5, mIDH1 inhibitor -2% and TrxR1 substrate 5%.
Screening CSc1nnc(NC(=O)C2CCCCC2)s1 returned TRHR enhancer -7, USP1 inh -25%, PI4K2A block 5, TRHR ag 0.2, rTrxR1 inhibitor 7%, mIDH1 inhibitor 7% and TrxR1 substrate 3%.
`O=C(NCCN1CCCCC1)c1ccco1` gave TRHR enhancer -2, USP1 inh 1%, PI4K2A block -2, TRHR ag 0.6, rTrxR1 inhibitor -1%, D2 ag -0.9, mIDH1 inhibitor 1%, TrxR1 substrate 0% and D2 antag 7.
For COc1cccc(CN2CCN(C3CCN(c4cccc(C)c4C)CC3)CC2CCO)c1 (configuration not stated) the results were TRHR enhancer 10, USP1 inh 2%, PI4K2A block 2, TRHR ag -1.2, rTrxR1 inhibitor -22%, D2 ag 71*, mIDH1 inhibitor 4%, TrxR1 substrate -1% and D2 antag 73*.
COc1ccc(OC)c(CC(NC(C)=O)C(=O)NC2CCN(C(=O)c3cccc(C)c3)CC2)c1 (configuration not stated) was read as TRHR enhancer -9, USP1 inh -19%, PI4K2A block 0, TRHR ag 0.1, rTrxR1 inhibitor 9%[57.1 µM], D2 ag 1.1, mIDH1 inhibitor -2%, TrxR1 substrate -6% and D2 antag -4.
Screening Cn1ncc(C(=O)N2CCN(c3ccccc3)CC2)c1C1CCN(C(=O)OC(C)(C)C)CC1 returned TRHR enhancer 1, USP1 inh inconclusive, PI4K2A block 2, TRHR ag 0.5, rTrxR1 inhibitor 7%, D2 ag -0.2, mIDH1 inhibitor 28% and TrxR1 substrate 1%.
`CC(NC(=O)Cn1ncc2c3ccccc3n(Cc3ccc(F)cc3)c2c1=O)c1ccccc1` (configuration not stated) gave TRHR enhancer -3, USP1 inh -4%, PI4K2A block -2, TRHR ag 0.5, rTrxR1 inhibitor 27%, D2 ag -0.3, mIDH1 inhibitor 35%[activator] and TrxR1 substrate 29%.
C=CCC[C@@H](Cc1ccc(F)cc1)C(=O)OCCNC(=O)[C@@H](CC=C)CC(=O)N(CCO)Cc1ccccc1 was read as USP1 inh -21%, PI4K2A block 1, rTrxR1 inhibitor 2%, mIDH1 inhibitor 4% and TrxR1 substrate -13%.
For COc1cccc(C2(c3cccc(OC)c3)CC2C(=O)Nc2ccccc2Cl)c1 (configuration not stated) the results were TRHR enhancer -8, USP1 inh -11%, PI4K2A block 5, TRHR ag 0.1, rTrxR1 inhibitor 13%[57.1 µM], D2 ag -0.5, mIDH1 inhibitor 30%, TrxR1 substrate 4%[57.1 µM] and D2 antag -2.
